D3 ag: activates the human D3 dopamine receptor | P35462 | D3R DiscoveRx beta-arrestin cells, luminescence, 90 min | AID 652048 | max activation, % | 0.58% of 410,000 active; in the data active means max activation above about 30%; further: 0% is about no effect; mostly tested at two doses, the higher about 12 µM
Target sequence (P35462 whole entry, looked up): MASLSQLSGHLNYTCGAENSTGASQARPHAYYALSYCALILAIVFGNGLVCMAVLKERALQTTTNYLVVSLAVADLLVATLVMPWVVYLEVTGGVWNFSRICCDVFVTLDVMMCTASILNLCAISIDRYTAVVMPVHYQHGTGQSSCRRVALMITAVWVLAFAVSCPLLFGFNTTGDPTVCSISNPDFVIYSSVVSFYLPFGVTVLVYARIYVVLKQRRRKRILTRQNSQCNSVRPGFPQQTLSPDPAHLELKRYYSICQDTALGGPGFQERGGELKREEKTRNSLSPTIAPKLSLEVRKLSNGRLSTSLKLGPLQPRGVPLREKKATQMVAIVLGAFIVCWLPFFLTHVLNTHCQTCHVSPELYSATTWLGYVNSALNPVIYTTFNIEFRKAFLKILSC
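Agonist-mode cell screen: cells plated at 1500/well and incubated overnight at 37 °C, then exposed to library compounds for 90 min at 37 °C. Detection reagent was added for 30–60 min at room temperature, and luminescence was read.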
KB-3-1 tox: KB-3-1 parental cell cytotoxicity. KB-3-1 viability, CellTiter-Glo ATP luminescence, 72 h. Potency, µM (doses to about 46.1 µM), inactives show top-dose activity change, negative = cytotoxic, usual class: cytotoxic. 1.4% of 400,000 active. AID 1347075; further: potency means the concentration at half of the fitted maximal effect; on the % scale 0 is the no-effect control and ±100 the full control effect; nearly all actives have a fitted effect of over 60% in size
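Cells are dispensed, compounds pinned in, plates held at 37 °C for 72 h, then CellTiter-Glo is added and luminescence read after 10 minutes. Cell line: parental KB-3-1 in phenol-red-free DMEM, 10% FBS.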
HT1080 IDH1KD tx: HT-1080 IDH1 knockdown cell toxicity (counter line); Potency, µM (highest dose often 46.1 µM), inactives show at the top dose activity, negative = toxicity, usual class: cytotoxic; HT-1080 IDH1 knockdown viability, ATP luminescence, 48 h; 2% of 360,000 active;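 further: potency means the concentration at half of the fitted maximal effect; 0% = DMSO wells and -100% = cell-free medium wells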
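Knockdown cells (IDH1KD HT-1080) received compounds 2 h after plating at 750 cells/well and were kept 48 h at 37 °C in 5% FBS RPMI. A CellTiter-Glo luminescence read gave % activity for curve fitting.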
GLP1R ag: activates the human GLP-1 receptor. P43220. HEK293 GLP-1R CRE-luciferase, luminescence, 4-6 h; cells express a hypersensitive GLP-1R form. Potency, µM (titrated, usually from 45.6 µM), for the others: top-dose activation, actives largely listed as activators. 0.007% of 380,000 active. AID 624172; further: potency means the concentration at half of the fitted maximal effect; % of control where 0% means no effect
Target sequence (P43220 whole entry, looked up): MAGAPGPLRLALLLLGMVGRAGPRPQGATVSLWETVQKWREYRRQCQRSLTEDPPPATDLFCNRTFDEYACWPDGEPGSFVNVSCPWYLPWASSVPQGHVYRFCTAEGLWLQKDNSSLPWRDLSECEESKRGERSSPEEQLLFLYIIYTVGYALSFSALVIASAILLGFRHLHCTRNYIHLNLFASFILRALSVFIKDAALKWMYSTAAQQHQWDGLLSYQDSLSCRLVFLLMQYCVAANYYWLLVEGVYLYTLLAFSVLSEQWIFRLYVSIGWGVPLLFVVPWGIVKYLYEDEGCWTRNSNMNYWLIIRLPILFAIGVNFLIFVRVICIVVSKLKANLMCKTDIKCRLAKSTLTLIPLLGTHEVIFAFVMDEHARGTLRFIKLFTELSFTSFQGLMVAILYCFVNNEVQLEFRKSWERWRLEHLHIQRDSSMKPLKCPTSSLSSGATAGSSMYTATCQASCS
D3 antag: D3 dopamine receptor (human) antagonism; D3R cells, DiscoveRx beta-arrestin luminescence, antagonist mode; stronger effect = lower value; max response, negative = inhibition, %; 2.5% of 360,000 active; in the data active means max response below about -50%; inconclusive means no clear call, values can overlap the other calls; further: on the % scale 0 is the no-effect control and ±100 the full control effect; mostly tested at two doses, the higher about 12 µM
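Cells plated overnight at 1500 cells/well, then exposed to library compounds with dopamine controls for 90 minutes at 37 degrees C. DiscoveRx reagent added for 30–60 minutes at room temperature; luminescence read, quantitative HTS format.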
SW480 rerep: DNA re-replication induction in SW480 cells; SW480 DNA re-replication, Hoechst DNA content imaging, 48 h; Potency, µM (top dose mostly 46.1 µM), for the others: at the highest dose re-replication activation, most hits filed as activators; 1.8% of 340,000 active; AID 624297; further: potency means the concentration at half of the fitted maximal effect; % of control where 0% means no effect; nearly all actives have a fitted effect of over 55% in size
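SW480 cells exposed to compounds for 48 hr at 37 C, 5% CO2, then Hoechst-stained 40 min. Nuclear DNA content imaged by fluorescence scanning (405 nm excitation, 500-530 nm emission); re-replication scored as increased high-intensity nuclei.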
KB-V1 MDR tox: KB-V1 MDR subline cytotoxicity. 3.4% of 400,000 active. Potency, µM (titrated, usually from 46.1 µM), without a hit: at the top dose activity change, negative = cytotoxicity, usual class: cytotoxic. KB-V1 MDR cells viability, CellTiter-Glo, 72 h; further: potency means the concentration at half of the fitted maximal effect; on the % scale 0 is the no-effect control and ±100 the full control effect; nearly all actives have a fitted effect of over 60% in size
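Cytotoxicity toward P-gp-expressing KB-V1 cells was determined as loss of CellTiter-Glo luminescence after 72 h at 37 degrees C. Compounds were tested in quantitative HTS format across a concentration range, with curves fitted to normalized data.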
HT1080NT lethal: kills 2HG-producing HT-1080-NT fibrosarcoma cells; HT-1080-NT fibrosarcoma viability, CellTiter-Glo ATP luminescence, 48 h; Potency, µM (highest dose often 46.1 µM), for inactives: top-dose activity, negative = less viability, hits mostly cytotoxic; 1.6% of 360,000 active; AID 686970;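 further: NT is the 2HG producing partner of a matched IDH1 knockdown line; potency means the concentration at half of the fitted maximal effect; 0% = DMSO-treated cells and -100% = media-only wells without cells; nearly all actives have a fitted effect of over 55% in size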
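Luminescent CellTiter-Glo readout after 48 hours of compound exposure at 37 degrees C defined viability of HT-1080-NT cells. Activity was normalized to DMSO wells and cell-free media wells; concentration-response curves were fitted and assigned curve classes.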
IL-1B inflam inh: inflammasome signaling inhibition, IL-1 beta readout | 4.7% of 360,000 active | activity change, % at 57.5 µM | THP-1 LPS/ATP IL-1B secretion, AlphaLISA, 16 h; stronger effect = lower value; in the data active means activity change below about -50%; inconclusive means mostly about -30% to -49%; further: on the % scale 0 is the no-effect control and ±100 the full control effect
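THP-1 cells pretreated 1 hr with compounds (up to 57.5 uM final), then stimulated with LPS (250 ng/mL final) plus ATP (1.25 mM final); secreted IL-1B measured by AlphaLISA after 16 hr, decreased signal indicating inhibition.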
Active calls of the source: *; i = inactive; ? = inconclusive; . = not tested or not shown; [ ] = remark or other dose. Unless noted, the call rests on the fitted dose curve; in most records, active means well fitted curve in the direction sought with a large enough effect; inconclusive means small, poorly fitted or top-dose-only effect, or another doubt; inactive means no such curve, though single readings can be large; an effect the other way counts as inactive or inconclusive. Rows are unselected. About 12% of those tested had a hit in this group.

Sample of the layout (two entries):
SMILES	D3 ag	KB-3-1 tox	HT1080 IDH1KD tx	GLP1R ag	D3 antag	SW480 rerep	KB-V1 MDR tox	HT1080NT lethal	IL-1B inflam inh
CCC(=O)c1ccccc1OCCN1C(=O)NC(C)(C)C1=O	8.7	0.7%	5.3%	3.9%	-6.9	-1.8%	0.0%	1.6%	11.4
FC(F)Oc1ccc(-c2csc(NNC3=NCCCCC3)n2)cc1	1.4	-17.7%	?	9.4%	-22.5	6.0%	0.5%	?	-93.2*

Results, from the first entry:
SMILES	D3 ag	KB-3-1 tox	HT1080 IDH1KD tx	GLP1R ag	D3 antag	SW480 rerep	KB-V1 MDR tox	HT1080NT lethal	IL-1B inflam inh
CCC(=O)c1ccccc1OCCN1C(=O)NC(C)(C)C1=O	8.7	0.7%	5.3%	3.9%	-6.9	-1.8%	0.0%	1.6%	11.4
FC(F)Oc1ccc(-c2csc(NNC3=NCCCCC3)n2)cc1	1.4	-17.7%	?	9.4%	-22.5	6.0%	0.5%	?	-93.2*
CC1CCN(S(=O)(=O)c2ccc(NC(=O)CSc3ncccc3C(=O)O)cc2)CC1	-4.2	-5.1%	1.4%	-0.2%	19.4	-10.2%	7.1%	19.9%	5.7
CCCc1ccc(C(=O)NNc2ccccc2F)cc1	4.6	0.7%	6.51µM*	16.9%	-3.5	-5.9%	2.2%	?	2.0
Cc1cc(C(=O)CSc2nc3ccc(Cl)cc3[nH]2)c(C)n1Cc1ccco1	3.1	0.0%	-16.6%	-5.6%	10.6	-5.5%	20.6µM*	-12.4%	12.3
CCc1nc2ccc(C(=O)NCCNC(C)=O)cn2c1N(C)Cc1ccc(OC)cc1	-1.5	0.0%	7.1%	9.2%	14.2	.	2.6%	15.1%	-6.4
O=Cc1cc(Cl)ccc1OCCN1CCC(Cc2ccccc2)CC1	-23.4	?	?	12.0%	?	-0.8%	-18.6%	20.6µM*	-92.9*
Cc1cccc(NC(=O)c2ccc(S(=O)(=O)N3CCC(C)CC3)cc2)n1	-0.8	?	?	-2.1%	-13.7	31.1%	?	-1.3%	-12.1
C[C@H](NC(=O)N1CCn2c1nc1ccccc12)C(=O)NCC1CCCO1 (stereo partly drawn)	-2.6	22.7%	0.1%	-3.8%	-3.7	-14.2%	?	2.5%	4.5
Cc1cc(C)n(-c2ccc(Cl)c(C(=O)NCc3ccccc3)n2)n1	-3.6	7.2%	-22.5%	17.7%	2.5	-0.3%	11.6µM*	-0.8%	54.1

One compound at a time, as listed above. Screens in order: D3 ag, KB-3-1 tox, HT1080 IDH1KD tx, GLP1R ag, D3 antag, SW480 rerep, KB-V1 MDR tox, HT1080NT lethal, IL-1B inflam inh
Profile of CC1CCN(S(=O)(=O)c2ccc(NC(=O)CSc3ncccc3C(=O)O)cc2)CC1 = -4.2, -5.1%, 1.4%, -0.2%, 19.4, -10.2%, 7.1%, 19.9%, 5.7
Profile of Cc1cccc(NC(=O)c2ccc(S(=O)(=O)N3CCC(C)CC3)cc2)n1 = -0.8, ?, ?, -2.1%, -13.7, 31.1%, ?, -1.3%, -12.1
Profile of Cc1cc(C(=O)CSc2nc3ccc(Cl)cc3[nH]2)c(C)n1Cc1ccco1 = 3.1, 0.0%, -16.6%, -5.6%, 10.6, -5.5%, 20.6µM*, -12.4%, 12.3
Profile of FC(F)Oc1ccc(-c2csc(NNC3=NCCCCC3)n2)cc1 = 1.4, -17.7%, ?, 9.4%, -22.5, 6.0%, 0.5%, ?, -93.2*

(list continues)
SMILES	D3 ag	KB-3-1 tox	HT1080 IDH1KD tx	GLP1R ag	D3 antag	SW480 rerep	KB-V1 MDR tox	HT1080NT lethal	IL-1B inflam inh
COc1cc(C(=O)NC2CCCC(C)C2C)ccc1OCC(=O)N1CCOCC1 (stereo not drawn)	2.6	1.0%	17.5%	-4.9%	1.0	-12.8%	13.4%	-1.4%	-14.2
CC(C)(C)OC(=O)N1CCN(C(=O)[C@H](Cc2ccc(O)cc2)n2cc(CCO)nn2)CC1	13.1	24.7%	11.0%	-4.4%	20.7	-36.7%[inhibitor]	-9.1%	7.8%	3.5
Cc1ccc(N=Nc2c(C)[nH]n(-c3ccccc3)c2=O)c(C)c1	5.8	0.8%	10.1%	3.7%	8.1	-6.8%	?	9.4%	0.3
Cc1cc(C)c(OCC(=O)Nc2ccccn2)c([N+](=O)[O-])c1	-8.6	5.4%	24.0%	0.7%	-18.0	0.7%	?	24.7%	-16.4
CNCC(O)C(O)C(O)C(O)CO (stereo not drawn)	8.4	0.0%	3.4%	0.3%	25.6	?	-22.1%	-0.3%	7.9
Cn1c(O)c(/C=C2\C=NN=C2c2ccccc2)sc1=S	-2.3	-12.3%	-26.9%	22.2%	-21.0	-7.4%	19.2%	-21.5%	0.0
CCn1c(=O)c(=O)[nH]c2cc(C(=O)NC(C)c3ccc(S(N)(=O)=O)cc3)ccc21 (stereo not drawn)	1.0	9.4%	25.8%	4.5%	-3.7	-7.6%	?	5.7%	12.5
COc1cccc(CNC(=O)CCC2CCCN(C(=O)c3cccc4c(C)c(C)[nH]c34)C2)c1 (stereo not drawn)	-0.6	?	-1.3%	0.9%	-20.0	13.3%	?	-3.7%	?
Cc1cc(N2CCN(C(=O)c3ccco3)CC2)n2ncc(-c3ccccc3)c2n1	1.1	-19.5%	-28.9%	3.5%	2.1	2.1%	-17.8%	-25.3%	-9.7
C=CCSc1[nH]c(=O)cc(C)c1C(N)=O	0.8	1.4%	12.8%	-15.6%	-0.3	1.5%	2.0%	2.1%	-6.4
CC1CC(C)CN(C(=O)C2CCN(S(=O)(=O)c3c(Cl)cccc3Cl)CC2)C1 (stereo not drawn)	-4.6	-3.4%	7.6%	5.5%	9.2	-5.8%	?	5.8%	0.0
COC(=O)C1CN(S(=O)(=O)c2ccccc2)CCN1S(=O)(=O)c1ccccc1 (stereo not drawn)	-6.2	-15.3%	15.8%	8.5%	-10.7	-3.1%	?	7.6%	1.7
CC1(C(=O)N2CC3(CC(c4cccc(NC(=O)COc5ccc(Cl)cc5)c4)=NO3)C[C@@H]2C(N)=O)CC1 (stereo partly drawn)	-8.2	6.9%	1.8%	0.0%	0.0	5.1%	-1.1%	0.5%	?
Cc1nc(Nc2ccccc2)sc1C(=O)c1ccccc1	-10.3	-5.0%	-5.8%	?	0.0	-7.9%	-5.4%	0.2%	?
O=C(Nc1cccnc1)c1ccc(COc2ccccc2Br)cc1	-2.7	?	?	-4.7%	-24.8	?	?	?	-66.9*
CCN(Cc1ccccc1OC)CC1CCCN(CCc2cccc(OC)c2)C1 (stereo not drawn)	-6.5	-7.0%	?	-13.7%	-21.5	?	-18.8%	-27.4%	?
Cc1cccc(N2CCN(C(=O)c3cccc(N4C(=O)C5C6C=CC(C6)C5C4=O)c3)CC2C)c1 (stereo not drawn)	4.5	?	?	1.6%	22.0	-6.1%	?	?	11.4
COc1cc(/C=N/NC(=O)C2CCN(CC(O)COCc3ccccc3)CC2)cc(OC)c1OC (stereo not drawn)	0.5	17.5%	-14.3%	-4.0%	11.8	-0.8%	14.1%	-13.5%	-8.2
COCCn1c(SCc2ccc(F)cc2)nc2ccccc2c1=O	2.2	-2.1%	-1.8%	25.6%	17.9	-1.1%	-29.2%	-0.7%	-11.1
FC(F)(F)c1cccc(NC(=S)N2CCCC2)c1	15.5	22.3%	18.3%	-0.6%	12.8	2.6%	20.7%	14.8%	16.9
Cc1cccc(-c2ncc(CN3CCN(CC(C)C)C(CCO)C3)cn2)c1 (stereo not drawn)	4.9	?	-16.6%	11.1%	3.2	-3.3%	?	-21.2%	21.7
COC(=O)c1c(-c2ccccc2)csc1NC(=O)c1c(-c2ccccc2)noc1C	18.4	-0.7%	?	3.4%	12.3	?	5.8µM*	-4.2%	-23.1
O=C(NCc1n[nH]c(=S)n1-c1ccc(Cl)c(Cl)c1)c1ccco1	-12.4	.	-0.1%	2.0%	?	-4.6%	.	-2.2%	0.2
CC(C)c1nc2c([nH]1)c(=O)n(C)c(=O)n2C	2.1	?	-1.3%	-2.0%	22.3	-2.2%	0.0%	-0.5%	7.0
CC(=O)Nc1c(Nc2ccccc2)c2ccccc2oc1=O	9.6	-6.9%	-2.7%	0.9%	20.8	4.9%	?	-4.3%	-9.1
O=C(NNC(=S)Nc1ccccc1)c1cc(Br)ccc1Cl	0.9	-18.3%	-2.1%	-1.4%	16.7	-4.5%	-26.4%	-2.8%	i
Oc1ccccc1CN1CCCN(Cc2ccccc2O)C1	-3.3	0.0%	-19.6%	1.4%	?	13.8%	0.0%	-19.2%	0.0
Cc1cc(F)ccc1NC(=O)c1sc2nc(-c3cccs3)ccc2c1N	0.2	-3.5%	.	0.7%	.	.	10.7%	.	.
CCN(Cc1ccncc1)Cc1c(O)ccc2ccccc12	4.8	5.0%	-19.7%	1.4%	10.2	-3.6%	-10.2%	-15.7%	-14.3
Cc1ccccc1N1C(=O)C2C3C=CC(C2C1=O)N(C)C3=O (stereo not drawn)	13.9	1.1%	7.4%	-6.1%	8.0	-2.7%	10.3%	12.5%	17.3
C=CCn1c(SCc2nc3ccccc3c(=O)[nH]2)nc2ccccc2c1=O	1.5	-2.3%	?	15.8%	6.7	15.9%	-7.9%	?	13.8
COCCn1c(=O)[nH]c2cc(C(=O)NCCc3ccc(S(N)(=O)=O)cc3)ccc2c1=O	9.0	1.2%	12.1%	11.7%	8.4	5.1%	4.2%	0.2%	-0.5
O=C(COC(=O)c1cccs1)NCCCc1ccccc1	2.4	18.1%	15.7%	7.5%	3.9	1.9%	4.3%	-0.7%	5.2
CCOC(=O)Cc1c(Sc2ccccc2)c2cc(C)ccc2n1C	8.4	-3.1%	-14.7%	-2.8%	29.9	-0.1%	-5.7%	-0.5%	25.2
